# From PubChem BioAssay
# Growth percent in the NCI-60 one-dose screen (48 h, 10 µM unless noted): 100 = growth as untreated, 0 = no growth, -100 = all killed.
# SNB-75 – SNB-75 CNS cancer; AID 1794750; 79,000 tested, 5% active
# SNB-19 – SNB-19 CNS cancer cells; 81,000 tested, 2.5% active
# ACHN – ACHN renal cancer | 81,000 tested, 4.9% active
# SF-539 – SF-539 CNS cancer. 81,000 tested, 6.8% active. AID 1794752
# A498 – A498 renal cancer cells; AID 1794774; 76,000 tested, 5.4% active
# SF-268 – SF-268 CNS cancer cells; 82,000 tested, 3.1% active; AID 1794759
# RXF 393 – RXF 393 renal cancer cells; AID 1794773; 77,000 tested, 6.9% active
# CAKI-1 – CAKI-1 renal cancer; AID 1794772; 75,000 tested, 4.7% active
# An asterisk follows results filed as active; · = not tested or not shown; & = joins results of further samples. How the source made its calls: active means growth percent below 10; inactive means the rest. This is a subset (hit frequency here may not be typical).
SMILES,SNB-75,SNB-19,ACHN,SF-539,A498,SF-268,RXF 393,CAKI-1
Cc1cnc(/C=C/C(=O)O)cc1-c1cc2c(cc1C)C(C)(C)CCC2(C)C,62.5,97.4,81.7,84.3,104.9,77.6,93.7,79.0
COc1ccc(CC2=NCCc3cc(OC)c(OC)cc32)cc1OC,80.9&112.4,88.1&101.2,91.5&90.1,93.2&96.4,79.9,104.4&95.6,104.0&94.5,93.4&76.2
Cc1cc(C(C)(C)c2ccc(O)c(C)c2)ccc1O,73.7,100.4,88.7,92.2,101.9,90.3,93.5,84.7
Oc1ccccc1C=NCCN=Cc1ccccc1O.[Fe],77.2,87.1,92.3,88.8,65.5,97.4,98.8,98.1
CC1(C)N=C(N)N=C(N)N1c1ccc(CCc2ccc(S(=O)(=O)F)cc2)c(Cl)c1,86.4,105.0,101.8,106.1,92.4,117.4,108.4,104.6
Cc1nnc(NN=O)nc1C,94.7,111.0,103.6,111.8,119.4,115.9,·,·
CCCCOP(=S)(N1CC1)N1CC1,84.1,102.2,102.8,106.2,107.6,112.6,108.6,·
CC(C)C1(NC(=O)C2CC3c4cccc5[nH]cc(c45)CC3N(C)C2)OC2(O)C3CCCN3C(=O)C(Cc3ccccc3)N2C1=O (configuration not stated),-1.6*,101.8,83.0,98.8,97.5,93.1,96.6,110.0
N#Cc1c(N)oc2c(-c3ccccc3)[se]nc12,108.0,81.7,·,82.6,97.7,99.3,128.4,·
CCOP(=O)(OCC)/C(C)=N/O,84.8,104.6,96.8,98.7,95.2,97.8,106.6,97.5
O=C1C2(Cl)C3(Cl)C4(Cl)C(Cl)(Cl)C5(Cl)[C@]3(Cl)C1(Cl)[C@]5(Cl)C24Cl (some centres not stated),65.5,92.0,92.2,90.5,71.2,85.9,91.6,67.2
CCOC(=O)CCC(NC(=O)C(Cc1ccc(N(CCCl)CCCl)cc1)NC=O)C(=O)OCC (configuration not stated),30.3,·,-33.9*,-61.7*,127.6,·,-75.9*,10.5
Cc1c2ccncc2c(C)c2c1[nH]c1ccccc12,-89.0*,-84.8*,-92.3*,-93.6*,-94.8*,-77.1*,-87.3*,-90.7*
CNC(=O)Oc1cccc(CN(C)C)c1,91.4,103.8,121.3,112.5,89.7,100.6,104.2,96.8
CC(C)(C)NCC(O)c1cc(Cl)c(N)c(Cl)c1 (configuration not stated),94.7,107.0,87.4,104.3,114.1,107.0,121.1,88.4
CCC(C)[C@H]1O[C@]2(C=C[C@@H]1C)C[C@@H]1C[C@@H](C/C=C(\C)[C@@H](OC3C[C@H](OC)C(O[C@H]4C[C@H](OC)[C@@H](O)[C@H](C)O4)[C@H](C)O3)[C@@H](C)/C=C/C=C3\CO[C@@H]4[C@H](O)C(C)=C[C@@H](C(=O)O1)[C@]34O)O2 (some centres not stated),3.3*,23.2,-95.1*,-71.6*,-24.9*,1.7*,·,19.8
CC[C@H](C)[C@H](NC(=O)C12C3C4C1C1C2C3C41NC)C(=O)N(C)[C@H](C[C@@H](OC(C)=O)c1nc(C(=O)N[C@@H](Cc2ccccc2)C[C@H](C)C(=O)OC)cs1)C(C)C (some centres not stated),31.4,49.6,40.8,-5.8*,-12.6*,30.0,39.4,40.5
COC1C(O)CC(OC2CC(Oc3cc4cc5c(c(O)c4c(O)c3C)C(=O)[C@@H](OC3CC(OC4CC(OC6CC(C)(O)C(OC(C)=O)C(C)O6)C(O)C(C)O4)C(O)C(C)O3)[C@H]([C@H](OC)C(=O)[C@@H](O)[C@@H](C)O)C5)OC(C)C2OC(C)=O)OC1C (some centres not stated),-61.8*,5.7*,2.0*,-73.9*,·,-10.5*,-49.6*,-25.9*
CC(=O)OC[C@]1(C)C=C2C(=O)[C@](C)(O)C3(CC3)C(C)=C2[C@H]1O,-91.5*,-16.5*,-12.4*,-68.9*,·,-8.2*,-79.4*,1.8*
CC1=C2[C@H]3OC(=O)[C@@H](C)[C@@H]3CC[C@@]2(C)C=CC1=O,88.3,109.7,95.7,83.3,125.2,107.3,·,112.0
CCC(C)(Cl)c1ccccc1 (configuration not stated),95.3,111.2,103.8,113.8,79.2,104.1,107.7,106.2
C#Cc1ccc2c(c1)C(c1ccccc1)=NCC(=O)N2C,53.9,46.6,52.0,41.4,26.7,58.8,83.8,51.3
CCCCCCOC(N)=O,82.3,103.8,99.3,100.4,99.4,107.8,101.3,107.2
O=C1NC(=O)C(=Cc2ccc(OCC(=O)N3CCOCC3)cc2)C(=O)N1,99.9,105.2,104.1,106.6,84.4,102.2,128.5,96.5
O=C(CC1(O)C(=O)N(Cc2ccccc2)c2ccc(F)cc21)c1ccc(C(=O)NCC2CCC3(CC2)OOC2(CCCCC2)OO3)cc1 (configuration not stated),-62.1*,16.8,-80.7*,-84.8*,-88.5*,-60.3*,-80.4*,-87.1*
# Next section
SMILES,SNB-75,SNB-19,ACHN,SF-539,A498,SF-268,RXF 393,CAKI-1
CN1CCC2(O)OCCCC2C1 (configuration not stated),82.6,107.4,111.9,89.3,·,101.5,111.6,102.4
CCOC(=O)NC(C1=NCCS1)P(=O)(OCC)OCC (configuration not stated),93.6,96.4,100.2,91.9,74.7,101.6,112.6,90.4
NC1CCCCC1,84.9&101.8,96.0&104.2,106.8&109.5,104.8&98.9,112.8&104.1,133.4&111.8,106.1&108.8,93.7&88.3
CN(C)CCc1cn(C2CCC2)c2cccc(O)c12,58.3,87.0,84.6,61.9,95.0,81.6,53.2,42.3
O=C(Nc1ccc(S(=O)(=O)F)c(Cl)c1)Oc1ccccc1,83.5,102.1,101.3,98.9,100.8,105.1,101.1,105.7
CC(Cc1ccc(O)cc1)NCC(O)c1cc(O)cc(O)c1 (configuration not stated),77.3,101.6,·,100.4,88.7,102.0,96.9,94.7
Cc1ccccc1N1CCNCC1,99.3,·,94.3,94.5,98.0,104.4,106.9,75.0
O=C(O)C1CC2(Cl)C(Cl)=C(Cl)C1(Cl)C2(Cl)Cl (configuration not stated),93.0,106.0,106.6,98.0,97.5,106.9,119.9,111.6
CC(=O)Nc1cccc([As](=O)(c2cccc(NC(C)=O)c2)c2cccc(NC(C)=O)c2)c1,93.2,98.5,98.4,95.2,87.2,101.0,102.1,95.4
Cc1ccc(S(=O)(=O)F)cc1C(=O)O,76.8,97.5,101.3,94.0,132.1,101.1,·,93.9
C1=CCC2CN(CCCN3CCOCC3)CC2C1 (configuration not stated),92.9,97.6,106.4,99.3,108.4,101.9,113.3,90.6
CN(C(=O)CCl)c1ccccc1,96.3,107.6,110.5,102.8,98.2,95.1,118.4,103.5
ClCCN(CCCl)c1nc(Cl)c(C2CC(c3ccccc3)=NN2c2ccccc2)s1 (configuration not stated),78.9,79.9,89.6,102.2,102.8,88.9,94.2,81.4
O=[N+]([O-])C(Br)(CO)CO,96.1,103.2,94.0,109.5,92.9,119.3,89.5,96.3
O=C(O)COc1cc(Cl)c(Cl)cc1Cl,88.3,103.0,122.8,110.8,102.3,109.2,93.1,99.9
Cn1c(O)c(/C=C2\C=Nc3ccccc32)c(=O)n(C)c1=O,58.4,97.6,95.8,91.7,102.2,104.8,·,100.7
CC(=O)Nc1ccc(/C=C/c2ccc(N=C=S)cc2S(=O)(=O)O)c(S(=O)(=O)O)c1,93.5,97.8,107.7,99.6,89.7,106.0,105.6,95.5
COC(=O)[C@@H](C)C[C@H](Cc1ccccc1)NC(=O)c1cccc([C@@H](C[C@H](C(C)C)N(C)C(=O)[C@@H](NC(=O)[C@H]2CCCCN2C)C(C)C)OC(C)=O)n1,26.5,18.5,30.4,2.0*,-0.9*,30.8,46.1,·
S=C(N1CCCCCC1)N1CC1,94.0,107.4,111.6,106.4,114.0,103.3,126.6,104.3
CCN1CC2(CN(CC)C1=O)C(=O)NC(=S)NC2=O,90.7,104.9,102.5,100.7,111.8,94.7,113.9,91.2
C=C(C)C1(CCCC)C(=O)NC(=S)NC1=O,85.4&95.4,95.6&95.1,101.6&103.0,105.2&93.3,103.2&102.6,99.8&103.9,105.4&97.3,96.9&97.8
Clc1cc(N2CC2)nc(N2CC2)n1,70.6,65.9,22.2,43.8,104.3,59.3,78.0,5.8*
COc1ccc(-c2c(C#N)c(=O)oc3cc(O)ccc23)cc1,109.5,96.1,105.6,100.1,98.1,105.3,115.4,101.0
COC(=O)[C@@H](C)C[C@H](Cc1ccccc1)NC(=O)c1csc([C@@H](C[C@H](C(C)C)N(C)C(=O)[C@@H](NC(=O)CN(C)C)C2CC2)OC(C)=O)n1,37.4,41.0,25.3,0.5*,0.5*,33.3,37.6,63.5
CN(C)C(Cc1ccccc1)c1ccccc1 (configuration not stated),77.9,·,95.5,99.7,106.6,106.3,117.1,99.3

# Compound profiles (already shown):
# Cn1c(O)c(/C=C2\C=Nc3ccccc32)c(=O)n(C)c1=O is listed with SNB-75: 58.4; SNB-19: 97.6; ACHN: 95.8; SF-539: 91.7; A498: 102.2; SF-268: 104.8; RXF 393: ·; CAKI-1: 100.7
# CCOC(=O)NC(C1=NCCS1)P(=O)(OCC)OCC (configuration not stated) is listed with SNB-75: 93.6; SNB-19: 96.4; ACHN: 100.2; SF-539: 91.9; A498: 74.7; SF-268: 101.6; RXF 393: 112.6; CAKI-1: 90.4

# Ordered by formula weight (lowest first): 15 of the compounds above
SMILES,SNB-75,SNB-19,ACHN,SF-539,A498,SF-268,RXF 393,CAKI-1
Cc1ccccc1N1CCNCC1,99.3,·,94.3,94.5,98.0,104.4,106.9,75.0
S=C(N1CCCCCC1)N1CC1,94.0,107.4,111.6,106.4,114.0,103.3,126.6,104.3
O=[N+]([O-])C(Br)(CO)CO,96.1,103.2,94.0,109.5,92.9,119.3,89.5,96.3
Cc1ccc(S(=O)(=O)F)cc1C(=O)O,76.8,97.5,101.3,94.0,132.1,101.1,·,93.9
C=C(C)C1(CCCC)C(=O)NC(=S)NC1=O,85.4&95.4,95.6&95.1,101.6&103.0,105.2&93.3,103.2&102.6,99.8&103.9,105.4&97.3,96.9&97.8
O=C(O)COc1cc(Cl)c(Cl)cc1Cl,88.3,103.0,122.8,110.8,102.3,109.2,93.1,99.9
CN(C)CCc1cn(C2CCC2)c2cccc(O)c12,58.3,87.0,84.6,61.9,95.0,81.6,53.2,42.3
CCN1CC2(CN(CC)C1=O)C(=O)NC(=S)NC2=O,90.7,104.9,102.5,100.7,111.8,94.7,113.9,91.2
CC(Cc1ccc(O)cc1)NCC(O)c1cc(O)cc(O)c1 (configuration not stated),77.3,101.6,·,100.4,88.7,102.0,96.9,94.7
CCOC(=O)NC(C1=NCCS1)P(=O)(OCC)OCC (configuration not stated),93.6,96.4,100.2,91.9,74.7,101.6,112.6,90.4
O=C(Nc1ccc(S(=O)(=O)F)c(Cl)c1)Oc1ccccc1,83.5,102.1,101.3,98.9,100.8,105.1,101.1,105.7
O=C(O)C1CC2(Cl)C(Cl)=C(Cl)C1(Cl)C2(Cl)Cl (configuration not stated),93.0,106.0,106.6,98.0,97.5,106.9,119.9,111.6
CC(=O)Nc1ccc(/C=C/c2ccc(N=C=S)cc2S(=O)(=O)O)c(S(=O)(=O)O)c1,93.5,97.8,107.7,99.6,89.7,106.0,105.6,95.5
COC(=O)[C@@H](C)C[C@H](Cc1ccccc1)NC(=O)c1csc([C@@H](C[C@H](C(C)C)N(C)C(=O)[C@@H](NC(=O)CN(C)C)C2CC2)OC(C)=O)n1,37.4,41.0,25.3,0.5*,0.5*,33.3,37.6,63.5
COC(=O)[C@@H](C)C[C@H](Cc1ccccc1)NC(=O)c1cccc([C@@H](C[C@H](C(C)C)N(C)C(=O)[C@@H](NC(=O)[C@H]2CCCCN2C)C(C)C)OC(C)=O)n1,26.5,18.5,30.4,2.0*,-0.9*,30.8,46.1,·
